# Assay outcomes deposited in PubChem BioAssay by several laboratories.
# NPY-Y2 antag: blocks the human neuropeptide Y Y2 receptor; inhibition, % at 2.7 µM; NPY-Y2 expressing cells, antagonist mode; 140,000 tested, 0.99% active; AID 793; in the data active = inhibition above about 17%;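 also: 0% = vehicle with agonist challenge and 100% = reference antagonist with challenge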
# Target sequence (P49146 whole entry, looked up): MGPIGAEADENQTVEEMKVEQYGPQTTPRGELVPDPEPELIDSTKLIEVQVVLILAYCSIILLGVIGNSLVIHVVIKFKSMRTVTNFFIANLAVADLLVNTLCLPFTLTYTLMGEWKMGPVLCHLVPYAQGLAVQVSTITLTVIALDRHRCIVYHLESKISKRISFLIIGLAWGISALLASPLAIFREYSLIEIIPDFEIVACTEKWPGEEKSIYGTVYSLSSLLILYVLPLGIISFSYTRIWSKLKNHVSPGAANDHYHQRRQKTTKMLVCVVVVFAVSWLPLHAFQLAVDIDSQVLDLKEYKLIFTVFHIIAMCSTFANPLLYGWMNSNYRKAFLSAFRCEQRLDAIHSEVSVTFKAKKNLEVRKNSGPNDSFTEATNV
# Phagocytosis inh: blocks phagocytosis by macrophages; inhibition, % at 5 µM; 110,000 tested, 0.07% active; AID 1029; J774A.1 macrophage IgG-bead phagocytosis, imaging;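 active = inhibition above the mean of the plate negative controls plus 5 SD, cut at about 13% in these data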;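 also: phagocytic index as fraction of beads internalized from green versus red external bead signal; plate controls were DMSO negative control for no effect and cytochalasin-D positive control for full effect; some results beyond the cut were filed as inactive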
# Measles CPE: protection of cells from measles virus | Measles virus-infected cells, CPE protection, absorbance | protection (pct of control), % at 4 µM | 140,000 tested, 1.5% active | AID 841; in the data active = protection mostly above about 24%, no sharp cut-off; inactive = mostly below about 26%; also: some compounds called inactive have numbers as strong as hits
# HCT116 bCat-KO: beta-catenin-lacking colon tumor cell growth suppression; HCT116 beta-catenin knockout viability, CellTiter-Glo, 60 h; active compounds read low; 140,000 tested, 1.5% active; viability, % at 10 µM;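 active = viability at or under a set limit, the compound median less 4 SD, cut at about 6% in these data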;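 also: 0% = Hyamine 1622 control at 20 µM and 100% = untreated cell control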
# Yeast lifespan up: extends the lifespan of yeast | S. cerevisiae growth with nicotinamide, OD615; deaD strain in restrictive glucose medium | inhibition of the nicotinamide effect, % at 10 µM | 130,000 tested, 0.68% active | AID 775;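 active = inhibition above a set limit, placed 3 SD over the median of all compounds, cut at about 26% in these data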;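 also: 0% = nicotinamide-treated wells and 100% = cells grown without nicotinamide; some compounds called inactive have numbers as strong as hits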
#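 Assay system: DeaD-strain S. cerevisiae. Medium: CSMM-D glucose medium, restrictive. Reagent: nicotinamide, 1.5 mM, co-present with compound. Compound: 10 µM single point, 0.25% DMSO. Schedule: culture preincubation 4 h, compound exposure 48 h, both 30 °C. Detection: absorbance at 615 nm.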
# HCT116 PTEN-null: growth suppressors of cells with PTEN tumor suppressor deletion | HCT116 PTEN-null viability, CellTiter-Glo, 60 h; active compounds read low | viability, % at 10 µM | 140,000 tested, 1.2% active | AID 827;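 active = viability at or below a set limit, 4 SD under the median of all tested compounds, cut at about 3.7% in these data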;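 also: PTEN knockout HCT116 line with beta catenin targeted HCT116 as companion control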
# BB579 growth dn: yeast BB579 growth reduction in restrictive medium. S. cerevisiae BB579 growth, OD615, 48 h. 140,000 tested, 0.51% active. inhibition, % at 10 µM;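 active = inhibition above a set limit, 3 SD over the mean compound inhibition, cut at about 44% in these data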; also: inactives centre near -24
#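 Assay system – yeast BB579 (DeaD) · Dosing – single compound dose of 10 µM, 0.25% DMSO final · Detection – OD615 turbidity measurement · Buffer or medium – CSMM-D restrictive synthetic medium containing dextrose (glucose) · Benchmarks – positive control amphotericin B 10 µg/mL · Incubation – 48 h exposure, 30 °C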
# GALR2 antag: blocks the human galanin receptor 2 | O43603 | GALR2-expressing cells, antagonist mode | inhibition, % at 4 µM | 140,000 tested, 0.39% active | AID 828; in the data active = inhibition above about 27%;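 also: cells stimulated with galanin 1-16 at roughly its EC80; 0% = agonist challenge control and 100% = basal control without agonist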
# Target sequence (O43603 whole entry, looked up): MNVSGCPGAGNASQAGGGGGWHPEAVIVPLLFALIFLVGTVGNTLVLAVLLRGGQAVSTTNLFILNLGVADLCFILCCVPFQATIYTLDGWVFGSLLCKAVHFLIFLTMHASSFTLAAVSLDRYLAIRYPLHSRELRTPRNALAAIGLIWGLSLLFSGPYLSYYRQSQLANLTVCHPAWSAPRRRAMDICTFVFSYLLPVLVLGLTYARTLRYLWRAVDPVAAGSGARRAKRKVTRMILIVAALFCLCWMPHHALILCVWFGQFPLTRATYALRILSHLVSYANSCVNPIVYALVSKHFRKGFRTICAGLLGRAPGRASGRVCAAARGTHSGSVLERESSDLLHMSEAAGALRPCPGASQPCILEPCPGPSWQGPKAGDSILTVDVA
# E-sel TNF inh: TNF alpha driven E-selectin expression inhibition; inhibition, % at 2 µM; AID 1246; 120,000 tested, 0.71% active; HUVEC TNFa-induced E-selectin immunofluorescence, high content;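 active = inhibition above the batch mean plus 3 SD, and confirmed as a hit on visual image review, cut at about 43% in these data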;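 also: 0% = TNF-stimulated DMSO wells and 100% = unstimulated control wells; not every result past the cut was called active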
# MRP1 act: activators of MRP-1. H69AR cells + doxorubicin, viability rescue, CellTiter-Glo. viability increase, % at 10 µM. 140,000 tested, 0.61% active. AID 799;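 active = viability gain under doxorubicin at or above a set limit, the compound median plus 3 SD, cut at about 4.7% in these data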;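 also: MRP-1 overexpressing cells given doxorubicin 25 µM after compound pretreatment; 18-22 h compound pretreatment then 72 h with doxorubicin before readout; 0% = doxorubicin-only wells and 100% = vehicle-treated cells without doxorubicin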
# * hit, by the source's call; · = no result given; & = joins results of further samples.
SMILES,NPY-Y2 antag,Phagocytosis inh,Measles CPE,HCT116 bCat-KO,Yeast lifespan up,HCT116 PTEN-null,BB579 growth dn,GALR2 antag,E-sel TNF inh,MRP1 act
COC(=O)CN1C(=S)N(c2ccc(Cl)cc2)C(=O)C1CC(=O)Nc1ccc(F)cc1 (stereo unspecified),-4.0,-7.0,13.4,85.7,-3.1,87.9,-37.0,20.6,17.2,-1.5
O=C(CSc1nnc(-c2c[nH]c3ccccc23)o1)c1ccc(-c2ccccc2)cc1,3.1,-4.4,13.2,94.3,-3.8,87.0,-28.9,3.3,·,-1.3
O=C(O)c1ccc2c(=O)n3c(nc2c1)/C(=C/c1ccccc1C(F)(F)F)CCCC3,7.1,-10.1,16.8,96.2,3.6,100.1,-13.3,0.2,·,1.5
CCOC(=O)C1=C(C)NC(SCC(=O)O)=C(C#N)C1c1ccco1 (stereo unspecified),1.5,-2.4,8.3,88.4,-3.9,84.3,-36.9,3.6,8.5,-4.9
COc1ccccc1NC(=O)COC(=O)c1ccc2c(c1)nc(C)n2-c1ccccc1,10.5,-4.4,3.1,87.8,-5.3,94.6,-22.8,-10.7,·,0.4
CCC(CC)C(=O)Nc1ccc(Cl)c(Cl)c1,7.2,-1.2,13.3,86.7,-14.7,75.0,-18.8,-1.9,14.1,-0.7
O=C1CCCN1c1ccc(S(=O)(=O)NCc2ccco2)cc1,-1.0,-1.2,3.8,107.5,3.9,103.6,-53.9,-2.1,-15.6,-1.0
O=C(O)CCn1[nH]c(=O)c2ccccc2c1=O,-1.2,-0.1,7.8,88.2,-2.1,106.6,-34.7,-2.7,-11.8,-0.9
COc1cc(C)nc(N(Cc2ccccc2)S(=O)(=O)c2ccccc2)n1,0.8,-1.9,23.2,73.7,-7.4,70.1,-40.0,13.3,5.4,-0.9
O=C1CC(N(O)c2ccccc2)C(=O)N1Cc1ccccc1 (stereo unspecified),-0.1,0.4,17.1,76.4,-8.3,69.8,-9.8,11.2,-21.1,-1.2
CC(=O)Nc1cccc(Cn2cccn2)c1,1.0,·,3.6,88.0,-9.7,95.4,-96.6,-3.0,15.6,-1.3
CCCn1c(SCc2ccc(Cl)cc2)nc2c1c(=O)[nH]c(=O)n2C,12.4,0.2,7.8,58.8,-9.0,68.2,-54.8,12.0,·,-2.1
OC(CNCC1CCCO1)Cn1c2ccccc2c2ccccc21 (stereo unspecified),5.9,-1.4,3.4,74.4,-4.8,67.4,-9.0,17.4,-20.6,-2.2
COc1ccc(OC)c(C(O)c2nc3ccccc3n2C(C)C)c1 (stereo unspecified),4.1,1.3,0.5,95.6,-2.5,92.6,-25.8,-20.1,6.0,-0.9
O=C(/C=C/c1ccco1)NC1=NCCS1,1.4,-0.9,12.9,86.5,-2.5,97.4,-14.0,1.4,·,-2.6
CCOC(=O)C1CCN(S(=O)(=O)c2ccc(NC(=O)OC)cc2)CC1,2.2,-1.4,32.8,75.3,-7.6,72.4,-18.9,8.9,·,-2.8
CCOC(=O)Nc1cccc(Nc2ccccc2)c1,0.6,-0.7,21.0,88.1,-23.6,85.2,-5.7,8.7,-8.6,-1.6
CCOC(=S)SCC(=O)Nc1nc(-c2ccc(Br)cc2)cs1,4.4,2.5,9.2,17.9,-2.1,21.9,-49.2,8.4,·,-4.2
C/C(=N\N=C1\NC(=O)CC(C(=O)O)S1)c1ccc(F)cc1 (stereo unspecified),2.5,-5.0,2.9,96.3,5.1,99.2,-30.4,12.8,·,0.2
CC(=O)Nc1c(I)c(NC(C)=O)c(I)c(C(=O)O)c1I,1.6&-1.1,·,68.7&19.6,84.2&102.1,2.4&4.2,91.8&96.5,-21.0&2.5,-7.9&14.3,·,-1.1&-1.1
CS(=O)(=O)N1CCN(C2CCN(Cc3ccccc3)CC2)CC1,-1.3,3.8,18.4,92.3,2.0,108.3,-3.6,16.4,-19.1,0.7
CS(=O)(=O)c1ccc(Sc2nc3ccccc3s2)c([N+](=O)[O-])c1,3.4,2.5,6.8,6.6,7.5,9.5,-15.5,-11.7,-20.5,-5.7
CC(CN1CCN(C)CC1)OC(=O)c1ccccc1Cl (stereo unspecified),1.3,-0.3,18.8,92.0,-8.9,97.5,-27.6,3.8,-25.8,-0.8
COc1ccc(/C=N/NC(=O)Nc2cccc3nsnc23)cc1,1.8,·,8.6,75.5,-3.3,77.2,-20.0,-8.7,15.1,-0.8
CCOC(=O)Cc1nnc(NC(=O)C(CC)Sc2nncn2C)s1 (stereo unspecified),0.4,-0.4,1.6,93.3,-5.8,101.2,11.1,0.5,7.8,-1.4
O=C(O)[C@H](Cc1ccccc1)NC(=O)N1CCOCC1,2.1,-0.6,4.1,106.5,5.0,110.0,-24.0,3.8,-24.8,-0.2
CCCCNc1c([N+](=O)[O-])cc(C(=O)O)cc1[N+](=O)[O-],4.2,-5.2,3.5,96.5,-6.4,91.3,10.0,2.6,·,-1.9
CC1C/C(=N/Nc2ccc([N+](=O)[O-])cc2[N+](=O)[O-])CC(C)(C)C1 (stereo unspecified),0.3,·,18.1,80.3,·,81.4,-20.3,-3.2,-14.7,-1.7
O=C(CN1CCCCC1)Nc1cc(Cl)ccc1Cl,8.1,-0.4,1.8,78.9,-22.1,77.8,-16.9,1.4,4.1,-2.0
COc1ccc(CC(=O)NCc2ccco2)cc1OC,1.4,2.5,1.7,86.8,-12.5,93.5,-30.4,1.2,-10.5,-0.8
CCC(C)NC(=O)C(Cc1ccccc1)n1cccc1 (stereo unspecified),1.7,-0.5,23.2,86.4,-9.8,79.6,-11.5,12.3,-28.9,-1.6
C=CCn1cnc2scc(-c3ccc(C)cc3)c2c1=O,-0.2,-0.9,7.1,101.8,-13.8,106.5,-68.2,-2.5,14.0,-1.1
CCCC(=O)Nc1ccc(NC(=S)NC(=O)c2ccccc2[N+](=O)[O-])cc1,2.0,-4.5,16.8,39.3,-3.3,37.0,-3.0,-1.3,-2.2,-2.8
COc1ccc(NC(=O)c2ccc(Cc3ccc(C)cc3)o2)cc1,3.5,·,14.5,84.3,·,95.0,-25.6,2.3,-8.9,1.9
O=C1c2ccc3c4c(ccc(c24)C(=O)N1c1ccc2ccccc2c1)CC3,0.5,·,18.6,87.2,-1.8,73.9,-11.8,-1.8,6.9,-2.5
Cc1cc(=O)oc2cc(OCC(=O)N/N=C/c3cc([N+](=O)[O-])ccc3O)ccc12,3.7,-5.0,18.2,7.4,-2.6,4.2,-20.1,-11.3,·,3.1
Cc1ccc(C2=NC3(CCCCC3)N=C2SCC(=O)Nc2ccc3c(c2)OCCO3)cc1,3.1,·,4.7,57.5,0.6,58.2,-1.3,-3.3,-6.1,-4.0
CCOc1cc2[nH]c(=O)n(CCCCC(=O)NCc3ccco3)c(=O)c2cc1OCC,1.9,·,-0.1,86.0,-18.4,89.0,-62.8,6.6,2.3,-2.8
CC1CCCCN1C(=O)CSc1nc2ccccc2n1CC(=O)N1CCc2ccccc21 (stereo unspecified),2.1,-1.5,4.2,93.0,-1.2,107.8,-47.0,8.7,-8.6,-1.6
Cc1ccc(CN2CCN(/N=C/c3ccc(C(F)(F)F)cc3)CC2)c(C)c1,4.7,-1.2,1.4,81.8,-4.0,89.8,-23.6,1.5,·,-0.6

# Another view of 2 compounds above.
# Second line of a record: NPY-Y2 antag | Phagocytosis inh | Measles CPE | HCT116 bCat-KO | Yeast lifespan up | HCT116 PTEN-null | BB579 growth dn | GALR2 antag | E-sel TNF inh | MRP1 act
C/C(=N\N=C1\NC(=O)CC(C(=O)O)S1)c1ccc(F)cc1 (stereo unspecified)
→ 2.5 | -5.0 | 2.9 | 96.3 | 5.1 | 99.2 | -30.4 | 12.8 | · | 0.2
CC(=O)Nc1c(I)c(NC(C)=O)c(I)c(C(=O)O)c1I
→ 1.6&-1.1 | · | 68.7&19.6 | 84.2&102.1 | 2.4&4.2 | 91.8&96.5 | -21.0&2.5 | -7.9&14.3 | · | -1.1&-1.1

# Next structures:
SMILES,NPY-Y2 antag,Phagocytosis inh,Measles CPE,HCT116 bCat-KO,Yeast lifespan up,HCT116 PTEN-null,BB579 growth dn,GALR2 antag,E-sel TNF inh,MRP1 act
Cc1ccc(-c2noc(CCC(=O)NCCc3ccccc3Cl)n2)cc1,5.3,0.7,4.7,81.5,-6.0,81.3,-27.3,4.0,-16.1,-1.1
COc1ccc(-c2noc(CCC(=O)Nc3cccc(C)c3)n2)cc1,4.4,0.7,2.1,87.5,-3.4,91.4,-21.9,3.4,-6.1,-0.1
Cc1nc(NC(=O)C(Cl)Cl)sc1C(=O)N(C)C,-0.2,·,7.6,94.4,15.4,103.0,-4.4,-3.1,6.7,-1.9
O=C(NNC(=S)Nc1cccc(C(F)(F)F)c1)c1ccccc1Cl,7.7,-4.9,6.9,88.1,-5.8,72.8,-10.6,0.9,·,-0.6
COc1cc(NC(=O)CSc2nc(C)c(C)c(C)n2)c(C)cc1[N+](=O)[O-],-0.6,-5.5,3.2,91.2,-3.4,82.1,-4.6,-3.4,13.7,-3.2
C/C(=N/NS(=O)(=O)c1ccc(Cl)cc1)c1cccc(NC(=O)c2ccc(Cl)cc2Cl)c1,4.7,·,18.5,94.0,-15.3,91.8,-46.7,2.2,-19.2,-1.2
COC(=O)c1cc(NC(=O)c2ccccc2)c(=O)oc1C/C=N\OCc1ccc(Cl)cc1Cl,-1.7,0.4,7.1,107.4,-0.6,102.8,-59.2,-10.2,17.6,-0.3
COc1ccccc1NC(=O)CN1C(=O)C2(OCCCO2)c2ccccc21,2.7,-3.4,3.8,85.6,3.1,87.8,-57.8,3.8,-8.7,-1.4
CC1Cc2ccccc2N1C(=O)CCNS(=O)(=O)c1cccc2nsnc12 (stereo unspecified),4.6,·,9.5,93.4,-2.1,85.3,-16.0,-2.2,·,-2.7
O=C(Cc1c(F)cccc1Cl)NCCCn1ccnc1,1.1,-2.5,44.8*,103.5,-8.2,97.7,-6.5,-4.6,-31.3,-4.2
CC(C)(C)c1ccc(C(=O)Nn2c(CCC(=O)O)ccc2-c2cccs2)cc1,4.3,2.9,20.1,93.8,-2.3,90.3,-31.9,0.5,-15.5,-1.1
COc1ccc(C)cc1NC(=O)C1CCCCC1C(=O)O (stereo unspecified),3.1,-0.5,2.5,87.5,-5.5,90.0,-48.4,5.8,-30.4,-3.0
O=C(CN(C(=O)CCC(=O)Nc1ccccn1)c1ccc2c(c1)OCO2)NCc1ccco1,0.2,-0.8,13.3,100.1,-2.5,102.5,-27.4,0.0,70.3*,-2.9
CCn1c(SCC(=O)Nc2cc(C)on2)nnc1-c1ccncc1,4.9,-0.7,8.0,105.3,-13.4,101.5,-3.3,-1.9,-14.9,-1.3
Cn1c(=O)c2cc(S(=O)(=O)NCCC(=O)Nc3ccc(Cl)cc3)ccc2n(C)c1=O,0.7,·,5.1,88.8,-18.9,84.1,-9.5,-11.1,·,-3.1
Nc1ccc(C(=O)Nc2ccc3nc(-c4cccnc4)[nH]c3c2)cc1,1.2,-0.2,2.5,97.9,-14.8,89.7,-48.8,4.5,-5.1,-1.9
Cc1ccc(S(=O)(=O)N2CCCSCC2)cc1,1.2,0.4,0.4,99.9,-1.4,109.3,-21.9,11.6,·,-1.7
